# Bioassay records: PubChem, several laboratories
# HIV RNase H inh: inhibitors of HIV-1 reverse transcriptase RNase H; RT-RNase H RNA/DNA duplex cleavage, fluorescence; 1.9% of 65,000 active; P04585; inhibition, % at 10 µM; in the data active means inhibition above about 50%
# RmlCD inh mix: RmlC/RmlD inhibition, mixture screen; RmlC/RmlD coupled enzyme inhibition, 384-well mixture HTS; inhibition, % at 5.5 µM; 0.39% of 110,000 active; in the data active means inhibition above about 30%, passing the limit was not always enough; inconclusive means no clear call, values can overlap the other calls; further: strong numbers were not always called active
# Active calls of the source: *; i = inactive; ? = inconclusive; nt = not tested or not shown. The list is partial; rates above refer to the full screens.
SMILES,HIV RNase H inh,RmlCD inh mix
CCN(CC)S(=O)(=O)N1CCC(C(=O)NCc2ccc(C)cc2)CC1,4,-4
O=C1CCC(C(=O)NC2(C(=O)NC3CCCCC3)CCCCC2)N1 (stereo not given),4,-15
Cc1ccc2[nH]cc(C(=O)NCc3cccs3)c(=O)c2c1,nt,-3
CCc1c(C)[nH]c2c1C(=O)C(CN1CCOCC1)CC2 (stereo not given),nt,3
O=C(COc1ncnc2ccccc12)N1CCOCC1,0,nt
FC(F)(F)c1cccc(-c2cc3ccccc3nc2N2CCCC2)c1,nt,-20
Cc1nc2nc(C)c(CCC(=O)NCc3ccc4c(c3)OCO4)c(C)n2n1,1,-8
COc1ccc(-c2cc(C(F)(F)F)nc(SCC(=O)NCCN3CCOCC3)n2)cc1OC,nt,-3
COc1ccccc1N1CCN(C2CCN(S(=O)(=O)c3ccc4ccccc4c3)CC2)CC1,nt,15
COC(=O)c1[nH]c2cc(OC)ccc2c1NC(=O)CCN1CCN(c2cccc(C)c2C)CC1,-17,-11
O=C(c1sc2ccccc2c1Cl)N(Cc1cccs1)C1CCS(=O)(=O)C1 (stereo not given),-5,i
COc1nn(CC(=O)N2N=C(C(F)F)CC2(O)C(F)F)cc1[N+](=O)[O-] (stereo not given),nt,-16
CC(C)OC(=O)CC12CN3CN(C1)CC(CC(=O)OC(C)C)(C3)C2=O,nt,-9
CCCCCc1nc2ccccc2c(=O)n1-c1ccc(Cl)cc1[N+](=O)[O-],nt,-12
O=C(CN1C(=O)COc2ccccc21)N(Cc1ccccc1)Cc1ccccn1,84*,-7
CN1CCN2c3ccccc3Cc3ccccc3C2C1 (stereo not given),-37,10
CCCNC(=O)N1C2=NC(C(=O)OC)=C(C(=O)OC)[C@@H]3N(Cc4ccccc4)c4ccccc4[C@]23C[C@H]1CO,nt,-1
Brc1ccc(-c2nnc3sc(CN4CCC5(CC4)OCCO5)cn23)cc1,-11,-19
FC(F)(F)c1cc(-c2ccccc2)nc(NC2CCCC2)n1,nt,-26
COc1ccc(N2CC(O)=C(c3n(C)c4ccccc4[n+]3C)C2=N)cc1,nt,-3
C=CCn1c(SCC(=O)NCCc2ccccc2)nnc1C(C)NC(=O)c1cccs1 (stereo not given),nt,6
C[C@H](O)CC1=C[C@H](O)[C@@H](C)OC1=O,nt,-5
OC1CN=C2CCCc3c2n(c2ccc(Cl)cc32)C1 (stereo not given),0,18
NCCOc1ccccc1-c1ccccc1,-4,5
CCCC(c1nnnn1Cc1ccc(OC)cc1)N1CCC(C(N)=O)CC1 (stereo not given),-13,-5
CCn1c(SCC(=O)N2CCOCC2)nc2oc3c(Cl)cc(Cl)cc3c(=O)c2c1=O,48,6
CN(Cc1ccccc1)C(=O)NC1CCCCC1,nt,9
Cc1ccc(CNCC2CCCO2)o1 (stereo not given),nt,-8
COc1ccc(-c2cn3c(C)c(C(=O)NC(C)C)sc3n2)cc1,2,nt
CCCC(=O)NC(=S)Nc1ccccc1OC,nt,9
CCN(CC)C(=O)c1ccc(S(=O)(=O)NCc2cccnc2)cc1,nt,5
COC(=O)c1ccc(C(=O)OC)c(NC2=NS(=O)(=O)c3ccccc32)c1,4,-5
CC1CCN(C(c2ccc(N(C)C)cc2)c2nnnn2Cc2ccc(F)cc2)CC1 (stereo not given),1,-3
CC(C)(C)c1nc(CN2CCCCC2)cc(CN2CCCCC2)c1O,-2,6
Clc1ccc(CSc2cc3c(nn2)-c2ccccc2CC3)cc1,nt,-15
O=S(=O)(c1cccc2nsnc12)N1CCc2ccccc21,-60,19
CC(C)OCCCNC(=O)Cn1ncc2c(=O)oc3ccccc3c21,-23,-14
O=c1ccc(NS(=O)(=O)c2ccccc2)cn1Cc1ccc(Cl)c(Cl)c1,nt,-3
O=C(Nc1cccc([N+](=O)[O-])c1)C12CC3CC(C1)CC(n1cnc([N+](=O)[O-])n1)(C3)C2,nt,-1
O=C1c2oc3ccccc3c(=O)c2C(c2ccc(Cl)cc2)N1c1ncccn1 (stereo not given),-13,nt
c1csc(C2C3=C(Nc4ncnn42)c2ccccc2OC3)c1 (stereo not given),-13,12
CC1CCN(CC(=O)Nc2ccccc2-c2ccccc2)CC1,nt,-17
O=S1(=O)CCC(SCc2nc3sccn3c2Br)C1 (stereo not given),-8,-7
CCOC(=O)c1oc2ccc(S(=O)(=O)N3CCC(C)CC3)cc2c1C,19,9
CCN(CC)S(=O)(=O)c1ccc(NC2=NS(=O)(=O)c3ccccc32)cc1,nt,11
Cc1cc(C)nc(-n2nc(C)cc2NC(=O)c2cc(=O)c3ccccc3o2)n1,-11,nt
CCCN1C2CCCC1CC(NC(=O)c1ccccc1F)C2 (stereo not given),-8,-13
CCOc1ccc(NC(=O)N[C@@H](CCSC)C(=O)OC)cc1,nt,-4
O=C(CSc1ncc(-c2ccccc2)[nH]1)Nc1ccccc1,nt,11
CCOC(=O)c1c(NC(=O)CN2CCOCC2)sc(C(=O)NC)c1C,nt,-7
O=S(=O)(Nc1nc2ccccc2nc1N1CCN(c2ccccn2)CC1)c1ccc(Cl)cc1,4,-5
COc1ccc(NC(=O)CSc2nnc(C(C)C)n2N)cc1,0,-12
Cc1cc(S(=O)(=O)NCc2ccc(S(N)(=O)=O)cc2)c(C)s1,-11,8
Cn1cccc1/C=N/NC(=O)c1cccnc1,nt,10
Cc1cc(C)nc(SCc2nc(N)nc(-c3ccccc3O)n2)n1,-32,3
COC(=O)c1ccc2c(=O)n(NC(C)=O)c(=S)[nH]c2c1,0,-16
CNS(=O)(=O)c1cc(C(=O)NCc2ccco2)ccc1Cl,nt,-15
COCCNC(=O)C1CCN(S(=O)(=O)N2CCC3(CC2)OCCO3)CC1,-1,-51
CCc1ccccc1-n1c(SCC(=O)Nc2ccc3c(c2)OCCO3)nc2[nH]ncc2c1=O,9,-10
CCCC(=O)N(c1ccc(OCC)cc1)C1C=CS(=O)(=O)C1 (stereo not given),-6,7

# 21 compounds already listed, ordered by count of non-hydrogen atoms, lowest first.
SMILES,HIV RNase H inh,RmlCD inh mix
C[C@H](O)CC1=C[C@H](O)[C@@H](C)OC1=O,nt,-5
Cc1ccc(CNCC2CCCO2)o1 (stereo not given),nt,-8
NCCOc1ccccc1-c1ccccc1,-4,5
Cn1cccc1/C=N/NC(=O)c1cccnc1,nt,10
CN(Cc1ccccc1)C(=O)NC1CCCCC1,nt,9
OC1CN=C2CCCc3c2n(c2ccc(Cl)cc32)C1 (stereo not given),0,18
CN1CCN2c3ccccc3Cc3ccccc3C2C1 (stereo not given),-37,10
Cc1ccc2[nH]cc(C(=O)NCc3cccs3)c(=O)c2c1,nt,-3
CCCN1C2CCCC1CC(NC(=O)c1ccccc1F)C2 (stereo not given),-8,-13
COc1ccc(-c2cn3c(C)c(C(=O)NC(C)C)sc3n2)cc1,2,nt
O=C1CCC(C(=O)NC2(C(=O)NC3CCCCC3)CCCCC2)N1 (stereo not given),4,-15
CC(C)OC(=O)CC12CN3CN(C1)CC(CC(=O)OC(C)C)(C3)C2=O,nt,-9
Brc1ccc(-c2nnc3sc(CN4CCC5(CC4)OCCO5)cn23)cc1,-11,-19
CCCC(c1nnnn1Cc1ccc(OC)cc1)N1CCC(C(N)=O)CC1 (stereo not given),-13,-5
Cc1cc(C)nc(-n2nc(C)cc2NC(=O)c2cc(=O)c3ccccc3o2)n1,-11,nt
O=C(CN1C(=O)COc2ccccc21)N(Cc1ccccc1)Cc1ccccn1,84*,-7
O=C(Nc1cccc([N+](=O)[O-])c1)C12CC3CC(C1)CC(n1cnc([N+](=O)[O-])n1)(C3)C2,nt,-1
C=CCn1c(SCC(=O)NCCc2ccccc2)nnc1C(C)NC(=O)c1cccs1 (stereo not given),nt,6
O=S(=O)(Nc1nc2ccccc2nc1N1CCN(c2ccccn2)CC1)c1ccc(Cl)cc1,4,-5
COC(=O)c1[nH]c2cc(OC)ccc2c1NC(=O)CCN1CCN(c2cccc(C)c2C)CC1,-17,-11
CCCNC(=O)N1C2=NC(C(=O)OC)=C(C(=O)OC)[C@@H]3N(Cc4ccccc4)c4ccccc4[C@]23C[C@H]1CO,nt,-1

# Other records follow.
SMILES,HIV RNase H inh,RmlCD inh mix
Cc1nc2c(-c3ccc(F)cc3)c(C)nn2c(C)c1CCC(=O)N1CCC2(CC1)OCCO2,-6,5
CCN(CC(=O)NCc1ccc(F)cc1)Cc1nc2ccccc2c(=O)[nH]1,-7,-7
CCCc1cc(=O)n2[nH]c(-c3ccc(C)cc3)cc2n1,4,5
O=C(c1ccccc1)N(Cc1ccc(F)cc1)C1CCS(=O)(=O)C1 (stereo not given),0,-1
CCOCCn1c(CN2CCN(c3ccc(F)cc3)CC2)nc2c1c(=O)n(C)c(=O)n2C,-2,-22
C=CCNC(=O)c1onc(CSc2ccc(Cl)cc2)c1C(=O)O,nt,-8
COc1ccc(NC(=O)CSc2nnc(Cc3cccn3C)n2-c2ccc(OC)cc2)cc1,-32,-6
CC(=O)Nc1cc(C(=O)N2CCC3(CC2)OCCO3)ccc1Sc1ccc(C)cc1,nt,-49
COc1cccc(-c2nnc3n2N=C(c2cc(OC)ccc2OC)CS3)c1,nt,?
CC1CCN(S(=O)(=O)c2ccc(Cl)cc2)CC1,-5,1
OCCn1c(SCCOc2ccccc2F)nc2ccccc21,0,-15
COc1ccc(NC(=O)C2CC(=O)OC2(C)C)cc1 (stereo not given),3,-11
Cc1nnc2n(CCc3ccccc3)c(=O)c3c4c(sc3n12)CCCC4,-1,nt
COc1ccccc1N(CC(=O)NCCSC(C)(C)C)S(C)(=O)=O,-10,91
CSc1cccc(NC(=O)CN(C)S(=O)(=O)c2ccccc2)c1,-1,-2
CSC(=NNC(=O)c1ccccc1O)SC,nt,5
CC(C)(C)C(=O)COC(=O)CNC(=O)c1ccc(Oc2ccccc2)cc1,nt,-10
COc1ccc(C(=O)n2cnnc2N)cc1,nt,-6
CCOC(=O)C(NC(C)=O)(OCc1ccc(F)cc1)C(F)(F)F (stereo not given),-3,-11
Cc1c(C#N)c(SCC(N)=O)nc2c1CCCC2,-18,-7
COc1ccc2occ(NC(C)=O)c2c1,-3,41
Cc1ccc(S(=O)(=O)NCCC(=O)NC2CCCC2)cc1,3,nt
CCOc1ccc(N(CC(=O)NCc2ccc(F)cc2)S(=O)(=O)c2c(C)noc2C)cc1,-10,7
CCN1CCN(c2nc(C)nc3c2sc(=S)n3C)CC1,90*,1
CCN1CCN(C(=O)CSCc2nc(-c3ccc(OC)c(OC)c3)oc2C)CC1,-6,nt
CC(C)(C)NC(=O)CN(C(=O)C1(C)CC(=O)N=C2C=CC=CN21)C1CCCC1 (stereo not given),0,39*
CC(C)C1O/C(=N/C(=O)Nc2ccc(Cl)c(Cl)c2)NC1=O (stereo not given),-11,-5
O=C(COC(=O)C1CCCO1)Nc1cccc(C(F)(F)F)c1 (stereo not given),4,6
CC(=O)NCCc1ccc(S(=O)(=O)N(C)C2CCS(=O)(=O)C2)cc1 (stereo not given),-3,-10
CN(Cc1n[nH]c(=S)n1C)S(=O)(=O)c1ccccc1,nt,3
O=C(CN1C(=O)C2C3C=CC(C3)C2C1=O)NCc1ccccc1 (stereo not given),nt,-3
COC(=O)c1ccccc1NC(=O)c1cccs1,-38,-19
CC1(C)N=C(c2ccc(Cl)cc2)C(=O)N1,1,-8
COc1cccc(/C(O)=C2/C(=O)C(=O)N(CCN3CCOCC3)C2c2cccs2)c1 (stereo not given),2,nt
Cc1nn(CC(=O)NCc2cccnc2)c(=O)c2ccccc12,-1,-1
O=C(O)CCC(=O)N1N=C(c2cccs2)CC1c1cn(-c2ccccc2)nc1-c1ccccc1 (stereo not given),nt,-4
CCSc1nc(N)nc(-c2cccs2)c1C#N,nt,10
COc1cc(S(=O)(=O)N2CCN(c3ccccc3F)CC2)ccc1Cl,-24,10

# Sorted by molecular weight (largest number first): some entries from above
SMILES,HIV RNase H inh,RmlCD inh mix
CCN(CC)S(=O)(=O)c1ccc(NC2=NS(=O)(=O)c3ccccc32)cc1,nt,11
COC(=O)c1ccccc1NC(=O)c1cccs1,-38,-19
COc1ccc2occ(NC(C)=O)c2c1,-3,41
